Kir21 inh: Kir2.1 (mouse) channel inhibition. P35561. HEK293-Kir2.1, FluxOR thallium flux fluorescence; active compounds read low. B-score at 10 µM. 310,000 tested, 0.85% active;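 active = fluorescence ratio B-score at or below minus 3 SD of library scores, with starting-brightness B-score within 2 SD, cut at about -4.2 in these data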;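 also: channel flux triggered by added potassium and thallium sulfate stimulus; B-score of peak minus minimum fluorescence over baseline after thallium stimulus; more negative B-score means stronger Kir2.1 block with less thallium influx; some compounds called inactive have numbers as strong as hits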
Target sequence (P35561 whole entry, looked up): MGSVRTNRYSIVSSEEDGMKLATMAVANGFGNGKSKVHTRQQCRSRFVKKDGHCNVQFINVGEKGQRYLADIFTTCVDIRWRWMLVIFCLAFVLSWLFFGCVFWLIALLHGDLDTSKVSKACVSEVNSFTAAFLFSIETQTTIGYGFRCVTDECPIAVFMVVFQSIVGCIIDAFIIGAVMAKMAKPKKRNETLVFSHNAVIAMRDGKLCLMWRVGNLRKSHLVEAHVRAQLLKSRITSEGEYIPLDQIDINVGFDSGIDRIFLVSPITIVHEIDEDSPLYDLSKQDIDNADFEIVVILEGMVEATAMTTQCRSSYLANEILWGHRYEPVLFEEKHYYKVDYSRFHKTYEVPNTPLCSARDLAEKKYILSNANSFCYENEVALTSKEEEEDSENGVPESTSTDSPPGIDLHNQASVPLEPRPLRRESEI
STK33 kinase inh: inhibitors of human STK33 kinase; purified STK33, MBP phosphorylation, ADP-Glo luminescence; inhibition, % at 10 µM; 320,000 tested, 0.073% active; AID 2661;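 active = inhibition at or above 25%, using the most active replicate where run in duplicate; inactive = inhibition below 25%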
Target sequence (Q9BYT3 whole entry, looked up): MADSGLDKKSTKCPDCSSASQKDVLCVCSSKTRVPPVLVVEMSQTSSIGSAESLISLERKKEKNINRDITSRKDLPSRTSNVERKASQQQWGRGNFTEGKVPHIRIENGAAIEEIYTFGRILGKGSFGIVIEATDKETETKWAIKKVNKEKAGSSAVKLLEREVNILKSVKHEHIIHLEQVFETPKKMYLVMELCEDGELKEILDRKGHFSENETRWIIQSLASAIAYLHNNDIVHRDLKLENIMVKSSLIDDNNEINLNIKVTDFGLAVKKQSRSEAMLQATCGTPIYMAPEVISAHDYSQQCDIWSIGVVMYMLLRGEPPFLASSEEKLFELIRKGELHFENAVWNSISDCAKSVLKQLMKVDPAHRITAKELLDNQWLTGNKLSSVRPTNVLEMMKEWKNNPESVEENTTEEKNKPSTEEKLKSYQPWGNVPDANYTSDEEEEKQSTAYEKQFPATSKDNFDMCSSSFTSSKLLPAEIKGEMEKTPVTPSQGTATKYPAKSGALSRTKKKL
* hit, by the source's call; nt = not tested or not shown.

SMILES | Kir21 inh | STK33 kinase inh
c1ccc(C2CCC(N3CCN(c4ccccc4)CC3)CC2)cc1 (stereo not given) | 1.6 | 1.0
O=C(NCCN1CCCCC1)c1cc2ccccc2[nH]1 | 0.27 | 2.4
Cc1ccc(N2CCN(CC3CC=CCC3)CC2)cc1 (stereo not given) | -0.39 | -1.4
Cc1ccccc1CN1CCSc2sccc2C1=O | 0.28 | -0.1
CN(CC(=O)Nc1ccc(S(=O)(=O)N2CCCC2)cc1)Cc1ccc(Cl)c(Cl)c1 | -1.2 | -0.5
COc1ccc(N(CC(=O)O)S(=O)(=O)c2ccc(OC)c(OC)c2)cc1 | 2.7 | -1.7
COc1ccccc1OCc1ccc(C(=O)NN)cc1 | -0.93 | -1.2
Cc1ccc(CNC(=O)c2cccc3c2C(=O)c2ccc(N4CCCCC4)cc2S3(=O)=O)cc1 | nt | 0.7
COc1ccc(S(=O)(=O)N2CCCOC2CNC(=O)C(=O)NCc2ccco2)cc1 (stereo not given) | 1.2 | -1.8
C/C(=N\OCC(=O)O)c1ccc(Cl)cc1 | -0.01 | -0.7
CCc1ccc(C2C(C#N)=C(N)OC3=C2C(=O)CCC3)s1 (stereo not given) | -1.2 | -0.8
CCOC(=O)C1(CCCc2ccccc2)CCN(C(=O)Cc2nonc2C)CC1 | 0.39 | 0.6
CCOc1ccc(/C=N/NC(=O)Cn2ccnc2C)cc1 | -0.68 | -1.4
CC(C)OCCCN1C=C2C(=O)C(C)(OC(=O)CCc3ccccc3)C(=O)C=C2C=C1c1ccc(C#N)cc1 (stereo not given) | 0.12 | -2.9
CN(C)c1oc(-c2ccc(OCc3ccc(Cl)cc3)cc2)nc1C#N | 0.01 | -1.2
Cc1nn(-c2ccccc2)c(Cl)c1C(=O)NCC1CCCO1 (stereo not given) | nt | -1.5
COc1ccc(CNC(=O)/C=C/c2ccc(OCCCF)cc2)cc1 | 0.02 | -1.4
O=C(COc1ccccc1Cl)NCCCNC(=O)c1ccccn1 | 0.02 | -2.4
CCCCNCCOCCOc1ccc(C)cc1Br | -2.3 | 0.6
COc1ccc(C2=NOC(C)(c3sc(-c4ccc(Cl)cc4)nc3C)C2)cc1 (stereo not given) | 1.3 | 0.4

The list continues.
SMILES | Kir21 inh | STK33 kinase inh
COc1ccc(-n2nnnc2SCC(=O)N(C)C2CCS(=O)(=O)C2)cc1 (stereo not given) | nt | 0.2
Nc1nc(NCc2ccco2)nc(Nc2ccc(F)cc2)c1[N+](=O)[O-] | 0 | -1.8
COc1ccc(NC(=O)C2CCCC2)cc1S(=O)(=O)N1CCOCC1 | nt | 0.0
COc1ccc(C(=O)NC(=S)Nc2cc(C)ccn2)cc1[N+](=O)[O-] | -2.2 | 4.3
Brc1ccc(OCc2nnnn2-c2ccccc2)cc1 | -0.32 | 1.2
COc1ccc(CCNC(=O)COc2ccc(-c3ccccc3)cc2)cc1OC | -0.3 | 0.3
CC(=O)Nc1ccc(S(=O)(=O)Nc2ccc(S(=O)(=O)Nc3nccs3)cc2)cc1 | 0.5 | -1.6
CCCn1c(=O)c(Br)cn(-c2ccccc2C)c1=O | -0.01 | -0.3
Cc1cccc(C)c1NC(=S)NC(C)(C)CO | 1.4 | -0.6
CC1(C)CC(=O)C=C(NCC2CCCO2)C1 (stereo not given) | 1.6 | -3.5
COC(=O)c1ccc2nc(NC(=O)C3CCCCC3)sc2c1 | -0.48 | 0.6
Cc1nn(-c2ccc(F)cc2)c(Cl)c1/C=N/NC(=O)c1cccc(S(=O)(=O)N2CCCC2)c1 | 0.29 | 0.1
CCOc1ccc(C(=O)NCC(=O)OCc2nnc(-c3ccccc3)o2)cc1OCC | nt | -0.2
Cc1ccc(C)c(NC(=O)Cn2nnc(C(=O)NCc3ccco3)c2N)c1 | 1.9 | 2.1
CCOc1ccc(NC(=O)CN(C)C(=O)CCNC(=O)c2ccco2)cc1OCC | nt | -1.9
Cn1nc(C(=O)Nc2cccc(Cl)c2)cc1C(=O)Nc1cccc(Cl)c1 | 0.38 | -0.1
CN(Cc1nc(-c2ccc3c(c2)OCO3)no1)CC1(N2CCOCC2)CCCCC1 | 1.9 | 0.6
O=[N+]([O-])c1ccccc1S(=O)(=O)NCc1ccc(F)cc1 | -1 | -0.9
CCC(C)(C)NC(=O)C(c1ccc(OC)cc1)N(C(=O)CCC(=O)Nc1cc(C)on1)c1ccc2c(c1)OCO2 (stereo not given) | 0.12 | -1.0
CCN(c1ccccc1)S(=O)(=O)c1ccc(Cl)c(NC(=O)CN2C(=O)NC3(CCCC3)C2=O)c1 | -0.45 | 7.7

Following part
SMILES | Kir21 inh | STK33 kinase inh
COc1ccc(-c2cc(C(=O)Nc3ccc4c(c3)OCO4)no2)cc1 | -0.98 | -1.1
O=C1CC(C(=O)Nc2ccc(Br)cc2)C2(CCCC2)O1 (stereo not given) | -0.67 | -0.7
CCOC(=O)c1c(C(=O)OCC)c(C)n(Cc2cc(OC)c(OC)c(OC)c2)c1C | -1.2 | -0.5
NC(=O)c1ccc(N2CCN(c3ncc(C(F)(F)F)cc3Cl)CC2)cc1 | 0.77 | -0.1
CCOC(Cn1c(-c2ccc(OC)cc2)nc2ccccc21)OCC | -2.4 | -0.6
COc1ccc(-c2nnc(SCC(=O)Nc3ccccc3)n2C)cc1 | 0.18 | -1.1
CCOC(=O)CSc1n[nH]c(NC(=O)c2ccccc2)n1 | -0.01 | 0.1
COC(=O)c1ccccc1-c1ccc(/C=N/NC(N)=O)o1 | 0.14 | -0.2
COc1ccc(N(C(=O)CNC(=O)c2cccs2)C(C(=O)NC2CCCC2)c2cccnc2)cc1 (stereo not given) | -0.03 | 1.5
CCCCN1C(=O)c2ccc(C(=O)NC3(C)CCS(=O)(=O)C3)cc2C1=O (stereo not given) | nt | -1.3
O=C(Nc1ccc2c(c1)CCCN2C(=O)c1ccccc1)c1ccccc1Br | 0.29 | -0.7
COc1ccc(C(=O)CSc2nn3c(=O)c(C(C)(C)C)nnc3s2)cc1 | 1 | -0.6
N#CC1=C(SCC(=O)NC23CC4CC(CC(C4)C2)C3)NC(=O)C(C#N)C12CCCCC2 (stereo not given) | 0.47 | -0.7
Cc1ccc(-c2nc(CS(=O)(=O)CC(=O)N3CCN(C)CC3)c(C)o2)cc1 | -0.65 | -3.9
COc1ccc2[nH]c3c(c2c1)CCNC3c1ccc([N+](=O)[O-])o1 (stereo not given) | -6.2 | 5.8
COc1ccc(C(=O)COC(=O)CCN2C(=O)C3C4C=CC(C5CC45)C3C2=O)cc1 (stereo not given) | -0.69 | 2.4
COc1ccc(F)cc1CSc1nnnn1-c1ccc(O)cc1 | -3 | 1.4
O=C(CCN1CCN(C(=O)c2ccco2)CC1)Nc1ccc(F)cc1 | 1.5 | 0.0
COc1ccc(OC)c(Nc2nc(N)nc(CSc3nnc(-c4ccncc4)o3)n2)c1 | 0.66 | -1.7
CSc1sc(C(=O)N(C)C)c2c1S(=O)(=O)N(C)c1ccccc1-2 | -1.6 | 1.8

Additional compounds
SMILES | Kir21 inh | STK33 kinase inh
COc1cc(OC)c(OC)cc1CN1CCC(O)CC1 | 0.9 | -0.4
Cc1cc(=O)n(Cc2ccccc2)c(O)c1C#N | 0.9 | -3.8
COCCCn1c(=O)c2sccc2n(Cc2ccccc2)c1=O | -0.18 | -0.2
O=c1c(Cc2ccccc2)c(O)ccn1Cc1ccc2c(c1)OCO2 | -0.01 | -1.1
CCOc1cc(NS(=O)(=O)c2ccc(NC(C)=O)cc2)c(OCC)cc1NC(=O)C(C)C | 1.7 | 0.1
CC(C)OCc1ccc(C(=O)N2CCN(S(=O)(=O)c3ccc(Br)s3)CC2)cc1 | nt | -0.2
CCc1ccc2nc(NC(=O)c3ccc(N4C(=O)CCC4=O)cc3)sc2c1 | -0.05 | 0.3
COc1ccc2oc(C(=O)N3CCc4ccccc43)c(C)c2c1 | -0.1 | 0.3
COc1ccc(/C=C(\C#N)C(=O)OCC(=O)NCc2ccc(Cl)cc2)cc1 | -0.43 | -2.5
COc1cc(CNCc2ccc(C)cc2)cc(OC)c1OC | -1.1 | -2.1
O=c1cc(CN2CCN(c3ccc(O)cc3)CC2)nc2scc(-c3ccccc3)n12 | 0.01 | -2.7
COc1nc(NC2CCCCC2)nc(NC(C)(C)C)n1 | -0.05 | 0.3
Cc1ccc(C)c(C(=O)CSc2nc3ccccc3c(=O)[nH]2)c1 | -0.02 | -0.5
Nc1ccc(-c2ncc(-c3ccccc3)o2)cc1 | 0 | 0.1
Cc1[nH]c2ccccc2c1C(=O)CN1CC(C)CC(C)C1 (stereo not given) | 0.04 | -0.5
Nc1ccccc1NC(=O)c1ccccc1 | -0.16 | 0.6
Cn1c(-c2sccc2OCc2ccccc2)n[nH]c1=S | -1.5 | -0.7
O=C(O)CN1C(=O)/C(=C\c2ccccc2OCc2ccc(Cl)cc2)SC1=S | 0.8 | 0.2
Fc1ccccc1/C=N/Nc1ccc(Cl)nn1 | 0.65 | -0.7
CCOc1ccccc1-n1c(N)c(C(N)=O)sc1=S | -0.62 | -1.0

(more compounds)
Every second line gives: Kir21 inh | STK33 kinase inh
CCN1C(=O)C(c2ccc(O)cc2)(c2ccc(O)cc2)c2ccccc21
  -0.37 | -1.1
CCc1ccc(NC(=O)C(=O)NCC2CCCN2S(=O)(=O)c2cccs2)cc1 (stereo not given)
  -0.64 | -0.5
CCCCC[n+]1ccn(C2=C([O-])c3ccccc3C(=O)/C2=N\S(=O)(=O)c2ccccc2)c1
  0.14 | -1.5
COc1ncnc2c1oc1nc(C)c3c(c12)CC(C)(C)OC3
  0.84 | -1.1
CCOC(=O)c1nc(NCCc2ccccc2)sc1C
  0.95 | -2.5
COCCCNC(=S)NNC(=O)c1ccoc1C
  0.55 | -0.7
C1=Nc2ccccc2CN1c1ccccc1
  -0.15 | 1.5
CCOC(=O)C(=Cc1ccc(Br)cc1)C(=O)OCC
  -2.3 | -1.5
COc1cc(CN2CCCC(N3CCc4ccccc4C3)C2)c(Cl)cc1O (stereo not given)
  -0.71 | -0.6
O=C(CSc1ccccn1)N1CCCC(Nc2ccccc2)C1 (stereo not given)
  -0.01 | nt

(listing goes on)
Every second line gives: Kir21 inh | STK33 kinase inh
CCc1ccc(NC(=O)COc2ccc(/C=C(/C#N)c3nc4ccccc4[nH]3)cc2OC)cc1
  0.25 | -2.7
CC1CCN(C(=O)NC(=O)c2ccc(Cl)cc2)CC1
  1.8 | -1.2
COc1ccc(C(C)=NNC(=O)c2cccc(S(=O)(=O)N3CCCC3)c2)cc1
  nt | 0.1
O=C(CSc1nnc(CCCO)n1-c1ccccc1)Nc1nccs1
  -0.07 | -0.6
O=C(COc1ccc(Cl)cc1Cl)N1CCNC1=O
  nt | -0.6
CCc1ccc(CNC(=O)C2CC(=O)N(C3CCCC3)C2)cc1 (stereo not given)
  0.26 | -1.2
CCN(CC)C(=O)Cn1cc(S(=O)(=O)CC(=O)NC2CCCCC2)c2ccccc21
  1.9 | -0.7
CCOC(=O)c1c(SC)nc(SC)c2c1CCC2
  1 | -1.0
O=C(COC(=O)C1(c2ccc(Cl)cc2)CCCC1)Nc1ncc(C(F)(F)F)cc1Cl
  -2.2 | -0.5
COc1ccc(Br)cc1C(=O)Nc1ccc(C(=O)NCC(C)C)cc1
  1.3 | -1.2

Three compounds already listed, ordered by the value under Kir21 inh, rising:
| structure | Kir21 inh | STK33 kinase inh |
| --- | --- | --- |
| O=C(CSc1nnc(CCCO)n1-c1ccccc1)Nc1nccs1 | -0.07 | -0.6 |
| COc1ccc(Br)cc1C(=O)Nc1ccc(C(=O)NCC(C)C)cc1 | 1.3 | -1.2 |
| CCN(CC)C(=O)Cn1cc(S(=O)(=O)CC(=O)NC2CCCCC2)c2ccccc21 | 1.9 | -0.7 |

Additional structures:
Every second line gives: Kir21 inh | STK33 kinase inh
COc1cnc(-c2ccccn2)nc1Oc1cccc(C(F)(F)F)c1
  0.34 | -2.5
O=C(NNC(=O)C1CC1)c1cc(Br)c(Br)s1
  nt | -0.2
Cc1ccc(-c2cnc(NC(=O)CCC(=O)N3CCCCC3)n2C)cc1
  -2.3 | -1.4
CCOc1ccc(-c2cc(C(=O)N3CCN(C)CC3)c3ccccc3n2)cc1
  0.48 | -1.8
COC(=O)C(C#N)c1nc2ccccc2nc1N1CCCC1 (stereo not given)
  0.74 | -2.6
Cc1ccc(NC(=O)C2CCCN(S(=O)(=O)c3cnc[nH]3)C2)cc1F (stereo not given)
  nt | 0.7
Cc1cn(-c2cc(C(=O)Nc3ccc(C)c(NC(=O)C(=O)c4c[nH]c5ccccc45)c3)cc(C(F)(F)F)c2)cn1
  0.34 | -0.8
CCCCCCCCNc1nc(Cl)nc(NCCN2CCOCC2)n1
  1 | -1.9
OCC[C@H]1C[C@@H](O)[C@H](O)[C@@]2(OCc3ccccc32)O1
  nt | -0.2
CC(=O)c1cccc(NC(=S)NNC(=O)c2ccc(C)c([N+](=O)[O-])c2)c1
  2.2 | -0.5

Next part, overlapping the part above by three compounds.
Every second line gives: Kir21 inh | STK33 kinase inh
CCCCCCCCNc1nc(Cl)nc(NCCN2CCOCC2)n1
  1 | -1.9
OCC[C@H]1C[C@@H](O)[C@H](O)[C@@]2(OCc3ccccc32)O1
  nt | -0.2
CC(=O)c1cccc(NC(=S)NNC(=O)c2ccc(C)c([N+](=O)[O-])c2)c1
  2.2 | -0.5
O=C(Nc1cc(S(=O)(=O)Nc2ccccc2Cl)ccc1O)c1ccc(F)cc1F
  nt | 2.1
Cn1cc(S(=O)(=O)Oc2ccccc2)c(=O)n(C)c1=O
  0.5 | -0.3
CCn1cc(CN2CCC(C(=O)Nc3cccc(-c4cccc(OC)c4)c3)CC2)c(C)n1
  -0.72 | 0.4
Nc1c(C2=NCCO2)nnn1Cc1ccccc1
  -0.19 | -0.1
Fc1cccc(CNc2ncnc3cc(Cl)ccc23)c1F
  -0.07 | -0.4
NC(=O)CC(NC(=O)Cc1ccc(Br)cc1)c1ccc(NCc2ccc(F)cc2)c([N+](=O)[O-])c1 (stereo not given)
  -0.1 | 5.4
Nc1ccc(S(=O)(=O)Nc2ccc(C(=O)c3ccccc3)cc2)cc1
  -0.9 | -0.4
Oc1ccccc1-c1nc(N2CCCC2)c2ccccc2n1
  1.8 | -5.5
Cc1cc(NC(=O)c2cc(-c3ccc(O)cc3)on2)no1
  1.4 | 0.0
